14-3-3g Raf = alters human 14-3-3 gamma binding to Raf peptide; FP, 14-3-3gamma / TMR-pS259-Raf peptide binding; hit rate 0.19% among 160,000; P61981; AID 422; inhibition, % at 40 µM; in the data active = inhibition above about 30%;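 note: 0% = protein plus tracer without compound and 100% = blank with tracer alone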
Target sequence (P61981 whole entry, looked up): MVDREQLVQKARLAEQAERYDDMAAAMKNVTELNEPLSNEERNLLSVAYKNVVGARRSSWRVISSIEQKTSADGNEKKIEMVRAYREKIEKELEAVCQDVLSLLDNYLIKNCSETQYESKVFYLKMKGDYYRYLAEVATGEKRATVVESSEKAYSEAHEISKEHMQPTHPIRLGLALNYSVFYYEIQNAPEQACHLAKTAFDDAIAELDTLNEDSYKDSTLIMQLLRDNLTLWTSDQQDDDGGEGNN
Numbers without * were called inactive; & = joins results of further samples. Only part of the results is shown, so the mix of outcomes need not match the whole.

Molecule	14-3-3g Raf
Cc1nc(N2CCN(C)CC2)c2sc(=S)n(-c3ccccc3)c2n1	-1
Cc1cccc(-n2c(N)cc(=O)nc2SC(C)C(=O)NC2CCCCC2)c1 (centres undefined)	-10
Cc1nc(Nc2ccc(Br)cc2C)c2cc(C)sc2n1	0
CCN1CCN(Cc2ccc(NC(=O)Nc3cccs3)cc2)CC1	1
N#CC(C(=O)Nc1ccc(Cl)c(Cl)c1)=C1Nc2ccccc2N1	2
C=CCn1c(SCC(=O)O)nc2sc3c(c2c1=O)CCCC3	-1
Cc1nn(C)cc1CNC(=O)c1cnn2c1NC(c1ccc(Br)cc1)CC2C(F)(F)F (centres undefined)	-10
Cc1ccc2c(C)nc(Nc3nc(CSc4nnnn4-c4ccccc4)cc(=O)[nH]3)nc2c1	9
O=C(c1cc2nc(-c3ccco3)cc(C(F)(F)Cl)n2n1)N1CCc2ccccc21	0
CC1(C)NC(=O)N(CC(O)CN(c2ccccc2)c2ccccc2)C1=O (centres undefined)	8
CCCCNC(=O)CC1N=C2c3ccccc3N=C(SCC(=O)Nc3cccc(C)c3)N2C1=O (centres undefined)	-6
Cc1onc(-c2ccccc2)c1C(=O)Nc1ccccc1C#N	-5
Cc1ccc(NC(=O)c2cc(S(=O)(=O)N3CCc4ccccc43)ccc2F)cc1Cl	-21
COc1ccc(NS(=O)(=O)c2ccc3nc(-c4ccccc4)[nH]c3c2)cc1Cl	-20
Cc1ccc(CN2C(=O)CN(CC(=O)NCc3ccc(F)cc3)C(=O)C2c2ccccc2F)cc1 (centres undefined)	4

(list continues)
Molecule	14-3-3g Raf
CCOc1cc2[nH]c(=S)n(C3CCC(C)CC3)c(=O)c2cc1OCC (centres undefined)	-1
O=C(O)CCc1ccc(-c2cccs2)n1-c1cccc(O)c1	-40
Cc1ccc2nc(NC3=NCN(Cc4ccco4)CN3)nc(C)c2c1	-2
Cc1cc(/C=N/n2cnnc2)c(C)n1-c1ccc(OCc2ccccc2F)cc1	-7
CCc1cc(CC)c2c(=O)c3ccccc3sc2c1	-3
COc1ccc(NC(=O)CN(c2cc(C)cc(C)c2)S(=O)(=O)c2c(C)n[nH]c2C)cc1	-7
CC1CCCN(C(=O)c2ccc(S(=O)(=O)c3ccc(F)cc3)c([N+](=O)[O-])c2)C1 (centres undefined)	-6
Cc1cccc(NC(=O)c2sc(=S)n3c2[nH]c(=O)c2sccc23)c1C	-117
COc1cccc(-c2nnc(-c3cc4cc(Br)ccc4oc3=O)o2)c1	-6
COc1ccccc1NC(=O)C(C)NS(=O)(=O)c1ccc(Cl)cc1 (centres undefined)	7
Cc1ccc(N2C(=O)CSC2c2cccc(F)c2)cc1F (centres undefined)	2
O=C(C1CC1)n1cc(C(=S)N2CCOCC2)c2ccccc21	3
O=S(=O)(Nc1ncnc2sc3c(c12)CCC3)c1ccc(Cl)s1	-32
CC1=C(C(=O)OCC(C)C)C(c2ccc(Br)cc2)NC(=O)N1 (centres undefined)	-4
Cc1cc(C)c(C#N)c(SCc2ccc3c(c2)OCO3)n1	-11

Next section:
Molecule	14-3-3g Raf
COC(=O)Nc1nnc(Cc2ccccc2)s1	2
CCc1nc2ccccc2n1CC(O)COCC1CC=CCC1 (centres undefined)	7
Cc1ccc(-c2csc(-c3cc4ccc(O)cc4oc3=O)n2)cc1C	-114
O=C1c2ccccc2C(=O)N1CC(O)COc1ccccc1 (centres undefined)	-2
O=C(C1CC(c2ccc(F)cc2)=NO1)N1CCN(c2ccccc2)CC1 (centres undefined)	0
Cc1ccc(-n2nnc3c(SCC(=O)NCc4ccco4)ncnc32)cc1	-6
O=C1c2ccccc2C(=O)N1Cc1nc2ccc(Br)cn2c1NC1CCCCC1	-3
CCCOC(=O)C1=C(C)NC2=C(C(=O)C(C(=O)OC)C(C)C2)C1c1ccc(C(F)(F)F)cc1 (centres undefined)	3
Fc1ccc(-n2c(-c3ccco3)nc3nc4ccccc4nc32)cc1	-13
O=C(c1cc(-c2ccc3c(c2)OCO3)on1)N1CCc2ccccc2C1	-15
Cc1cnc(NC(=O)c2c(O)c3cccc4c3n(c2=O)CC4)s1	-6
CCOc1cc(C)c(Cl)cc1S(=O)(=O)N(C)C	-7
Cc1cc(C)c2c(-c3ccccc3)[nH]nc2n1	2
CCCCCn1c(SCc2ccc(F)cc2)nc2c1c(=O)[nH]c(=O)n2C	-5
CC1C(=O)C(CN(C)C)C2CC1C2(C)C (centres undefined)	-4

(continued)
Molecule	14-3-3g Raf
Cc1ccc(OCCn2c(NC(=O)c3ccco3)nc3ccccc32)cc1	-8
CCCOC(=O)C1=C(C)NC(=O)NC1c1cccc(OCC)c1 (centres undefined)	-2
Cc1sc2nc(Cc3ccccc3)nc(Nc3ccccc3)c2c1C	4
C[N+](C)(C)CCOC(=O)CCC(=O)OCC[N+](C)(C)C	6
CC(NC(=O)C(C)(C)C)c1nc2ccccc2[nH]1 (centres undefined)	-4
CCOc1ccc(-n2nc(C(=O)NCC3CCCO3)c3ccccc3c2=O)cc1 (centres undefined)	12
CCOc1ccc2nc(N3CCC(C(=O)N4CCN(c5ccccn5)CC4)CC3)sc2c1	-1
CCSc1nc2c(c(=O)[nH]1)C(c1ccc([N+](=O)[O-])cc1)C1=C(CCCC1=O)N2 (centres undefined)	-15
CCOC(=O)c1c(-c2ccco2)csc1N	-20
COc1cccc(NC(=O)NCCSc2ccc(Cl)cc2)c1	-8
CN1C(=O)CC(N2CCN(c3nc4ccccc4s3)CC2)C1=O (centres undefined)	10
COc1cc2ccccc2cc1C(=O)Nc1nc(-c2ccccc2OC)cs1	9
O=C(O)C1CSC(c2ccc(O)cc2)N1 (centres undefined)	1
O=C(CCCn1c(=S)[nH]c2cc3c(cc2c1=O)OCO3)NCCCN1CCOCC1	-3
COCCn1c(SCC(=O)N2CCN(c3ccccc3)CC2)nc2c(c1=O)SC(C)C2 (centres undefined)	3

Quoted from the listing for reference:
Molecule	14-3-3g Raf
COc1cc2ccccc2cc1C(=O)Nc1nc(-c2ccccc2OC)cs1	9
O=C(O)C1CSC(c2ccc(O)cc2)N1 (centres undefined)	1
O=C(CCCn1c(=S)[nH]c2cc3c(cc2c1=O)OCO3)NCCCN1CCOCC1	-3
COCCn1c(SCC(=O)N2CCN(c3ccccc3)CC2)nc2c(c1=O)SC(C)C2 (centres undefined)	3

Next records follow.
Molecule	14-3-3g Raf
CCCCCOc1ccc(C2NC(=O)NC2=O)cc1 (centres undefined)	5
COc1cc2nc(-c3ccccc3)nc(N3CCCC3)c2cc1OC	1
COc1ccccc1N(CC(=O)NC1CC2CCC1C2)S(=O)(=O)c1ccc(C)cc1 (centres undefined)	-1
Cc1ccccc1Cn1c(=N)n(CC(O)c2ccco2)c2ccccc21 (centres undefined)	-12&-26
CC(C)(C)C1(c2ccccc2)NC(=O)N(CC(=O)N2CCOCC2)C1=O (centres undefined)	4
Cc1cc(C)cc(NC(=O)C2C3C=CC4(O3)C2C(=O)N(Cc2cccnc2)C4C(=O)NC2CCCC(C)C2C)c1 (centres undefined)	3
CN(CCO)C1=NS(=O)(=O)c2cc([N+](=O)[O-])ccc21	5
C=CCOc1ccc(C2C(C(=O)c3ccco3)=C(O)C(=O)N2Cc2cccnc2)cc1 (centres undefined)	-2&-20
O=C1C(c2ccc(F)cc2)N(C2CCCCCCC2)C(=O)CN1C1CCCCCC1 (centres undefined)	-3
Cc1cc(N2CCN(C(=O)c3ccco3)CC2)n2nc(C)c(-c3ccccc3)c2n1	-1
O=C(NCc1cccs1)c1nc2c(nnn2Cc2ccccc2Cl)c(=O)[nH]1	-10
Cc1sc2c(c1C)c(=O)n(-c1ccccc1)c(=O)n2CC(=O)C(C)(C)C	-2
COc1cc(NC(=O)c2cccc3ccccc23)c(OC)cc1Cl	-9
CCOC(=O)C1=C(C)NC2=C(C(=O)CC(C)(C)C2)C1c1ccc(SC)cc1 (centres undefined)	-18
Nc1c(C(=O)c2ccccc2)sc2snc(SCC(=O)c3ccccc3)c12	-35

Carrying on.
Molecule	14-3-3g Raf
CCN(CC)c1nc(-c2ccc(C(C)(C)C)cc2)nc2ccccc12	-2
COc1ccc(C(=O)Oc2ccc(C=Nc3cccc(Br)c3)cc2[N+](=O)[O-])cc1	0
CCOc1ccccc1NC(=O)CN(C)S(=O)(=O)c1ccc(OC)c(C)c1	-4
COc1ccc(CC(=O)Nc2sc3c(c2C(=O)Nc2ccccc2Cl)CCCCC3)cc1	-49
CCN1CCCC1CNC(=O)C1c2ccccc2C(=O)N(C)C1c1ccc(OC)cc1 (centres undefined)	-6
c1ccc(-n2c(SCC3CCCCO3)nnc2-c2cnccn2)cc1 (centres undefined)	4
O=C(Nc1cccnc1)NC1CCCCC1	0
O=C(O)c1ccc2c(c1)C(=O)N(C(Cc1ccc(O)cc1)C(=O)O)C2=O (centres undefined)	3&-9
Cc1cc(=O)oc2cc(OCC(=O)O)c(Cl)cc12	-17
Cc1cc(C)nc(/N=C(\N)C2=C(O)CC(C)(C)CC2=O)n1	-2
COCCN1C(=O)c2ccccc2C(C(=O)NCc2cccs2)C1c1cn(C)c2ccccc12 (centres undefined)	-1
C=CCN1C(C(=O)c2ccccc2)=C(NC(=O)c2ccc(C)cc2)c2ccccc2S1(=O)=O	0
O=C1CCCc2c1[nH]c1ccc(CN3CCCCC3)cc21	-6
CCCCc1ccc(NC(=O)c2c(C)noc2C)cc1	-4
O=C1COCC(=O)N1c1ccc(N2CCN(c3ccccc3Cl)CC2)c([N+](=O)[O-])c1	0

Following part
Molecule	14-3-3g Raf
COc1cc(NC(=O)c2cnn3c2NC(c2ccc(F)cc2)CC3C(F)(F)F)cc([N+](=O)[O-])c1 (centres undefined)	-8
Cc1cc2cc(CCNC(=O)C3c4ccccc4Oc4ccccc43)c(=O)[nH]c2cc1C	3
O=C1c2ccccc2C(NCc2cccnc2)N1Cc1cccnc1 (centres undefined)	5
CC(=O)N1CCCc2cc(S(=O)(=O)N3CCCc4ccccc43)ccc21	-3
O=C(NCc1ccccn1)C(=O)Nc1ccccc1	-2
CCC1C(=O)n2nc(-c3ccccc3)cc2N=C1C (centres undefined)	-1
COCCNS(=O)(=O)c1ccc2nc(-c3ccccc3)[nH]c2c1	-2
O=C(c1c(O)c2cccc3c2n(c1=O)CC3)N1CCN(Cc2ccccc2)CC1	6
O=C(CSc1nc2ccccc2n1CCc1ccccc1)Nc1ccccc1F	-39
Cc1ccc(Nc2cc(C)nn2-c2nc(C)cc(C)n2)cc1	-1
O=C(CC(Cc1ccccc1)C(=O)O)NCCc1ccc2c(c1)OCO2 (centres undefined)	-3
CC(C)COC(=O)CSc1n[nH]c(=O)[nH]c1=O	-2
Cc1cc(C)n(-c2ccn(Cc3ccc(Cl)cc3Cl)c(=O)n2)n1	-6
Cn1c(SCC(=O)N2CCCCC2)nc2cccnc21	3
COC(=O)c1ccc(C(=O)OC)c(NC(=O)c2ccc(OC(C)=O)cc2)c1	13

Seven entries already listed, sorted by their value in 14-3-3g Raf, largest number first.
Molecule	14-3-3g Raf
COC(=O)c1ccc(C(=O)OC)c(NC(=O)c2ccc(OC(C)=O)cc2)c1	13
O=C(c1c(O)c2cccc3c2n(c1=O)CC3)N1CCN(Cc2ccccc2)CC1	6
O=C1c2ccccc2C(NCc2cccnc2)N1Cc1cccnc1 (centres undefined)	5
Cn1c(SCC(=O)N2CCCCC2)nc2cccnc21	3
CCC1C(=O)n2nc(-c3ccccc3)cc2N=C1C (centres undefined)	-1
O=C(CC(Cc1ccccc1)C(=O)O)NCCc1ccc2c(c1)OCO2 (centres undefined)	-3
O=C(CSc1nc2ccccc2n1CCc1ccccc1)Nc1ccccc1F	-39

More compounds
Molecule	14-3-3g Raf
COc1cc(OC)cc(C(=O)NC(C(=O)NCCN(C)C)C23CC4CC(CC(C4)C2)C3)c1 (centres undefined)	2
Cn1c(=O)c2cn(-c3cccc4ccccc34)cc2n(C)c1=O	1&-39
COc1ccccc1N1CCN(C(c2ccccc2Cl)c2nnnn2C(C)(C)C)CC1 (centres undefined)	5
COc1ccccc1C1C=C(Nc2ccc(C)cc2)C(=O)N1c1ccc(C)cc1 (centres undefined)	-5
CCOc1cc2[nH]c(=O)n(Cc3ccc(C(=O)NC(C)C)cc3)c(=O)c2cc1OCC	-11
O=c1[nH]c2ccccc2nc1-c1cccs1	0
CSCCOC(=O)C1=C(C)NC(=O)NC1c1ccc(OC(F)(F)F)cc1 (centres undefined)	7
CCN1C(=O)C(O)(CC(=O)c2ccc(C(C)C)cc2)c2cc(Br)ccc21 (centres undefined)	-26
Cc1sc2ncn(Cc3ccc(C(C)(C)C)cc3)c(=O)c2c1C	-9
CCOc1cccc(C(=O)Nc2ccc3nn(-c4ccc(OC)c(Cl)c4)nc3c2)c1	-66
O=C1c2ccccc2C(=O)c2c([N+](=O)[O-])ccc(Cl)c21	-2
Cc1ccc(N(C)S(=O)(=O)c2ccc(Cl)cc2)cc1	-13
c1ccc(Cn2nnc3c(N4CCCCCC4)ncnc32)cc1	-1
CC(C)c1ccc(Nc2nc(NCc3ccco3)nc(N3CCOCC3)n2)cc1	-7
COc1cc(C)c(C)cc1S(=O)(=O)N1CCN(Cc2ccc3c(c2)OCO3)CC1	-7

Next compounds follow:
Molecule	14-3-3g Raf
CC(C)C(=O)N1c2ccccc2NC2=C(C(=O)CC(C)(C)C2)C1c1cccc(Cl)c1 (centres undefined)	2
Cc1cc(NC(=O)c2cnn3cccnc23)no1	1
COC(=O)c1ccc(-c2cc(C(=O)O)c3cc4c(cc3n2)OCCO4)cc1	6
COc1ccc2nc(NC(=O)CN3CCN(C)CC3)sc2c1	-6
CCOCCCn1c(=N)c(C(=O)NCc2ccc3c(c2)OCO3)cc2c(=O)n3cccc(C)c3nc21	-11
CCN1CCN(c2c(Cl)cccc2NC(=O)c2ccc(Br)o2)CC1	-7
COc1ccc(CCNC(=O)Cn2cnc3scc(-c4ccc(C)cc4)c3c2=O)cc1OC	1

From PubChem
